# SRC3 inh: inhibitors of human steroid receptor coactivator 3 (SRC3); Q9Y6Q9; HEK293 GAL4-SRC3 luciferase reporter, luminescence; inhibition, % at 3.6 µM; 360,000 tested, 0.17% active;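 active = inhibition above a per-campaign cutoff, the mean of all compounds plus 3 SD, cut at about 60% in these data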;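 also: 0% = DMSO-treated cells and 100% = gossypol-treated cells at 36 µM; higher means less SRC3-driven luciferase light from the GAL4 reporter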
# NR2F2 inh: NR2F2 (human) inhibition, primary screen. HEK293T NGFI-A luciferase reporter, luminescence. inhibition, % at 8.6 µM. 370,000 tested, 0.7% active. P24468;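 active = inhibition above a per-plate cutoff, mean inhibition of test wells between control levels plus 3 SD, cut at about 38% in these data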;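 also: cells cotransfected with COUP-TFII expression vector driving the NGFI-A reporter; 0% = median of COUP-TF2 test wells and 100% = reporter-only cells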
# Target sequence (P24468 whole entry, looked up): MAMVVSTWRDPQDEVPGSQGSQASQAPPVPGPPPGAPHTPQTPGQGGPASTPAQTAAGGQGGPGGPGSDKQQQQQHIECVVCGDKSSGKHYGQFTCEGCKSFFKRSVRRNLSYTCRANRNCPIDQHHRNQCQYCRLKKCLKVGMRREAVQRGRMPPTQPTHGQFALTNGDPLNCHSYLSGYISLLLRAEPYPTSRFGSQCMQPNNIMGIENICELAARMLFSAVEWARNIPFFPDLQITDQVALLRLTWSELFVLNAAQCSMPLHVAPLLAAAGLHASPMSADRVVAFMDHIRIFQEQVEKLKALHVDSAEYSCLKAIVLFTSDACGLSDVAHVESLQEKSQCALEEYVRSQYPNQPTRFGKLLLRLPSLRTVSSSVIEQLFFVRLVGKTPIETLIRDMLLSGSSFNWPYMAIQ
# TLR9-MyD88 inh: inhibitors of human TLR9-MyD88 binding. CHO BLA complementation TLR9-MyD88, CCF4 FRET ratio. inhibition, % at 4.98 µM. AID 504734. Q9NR96+Q99836. 340,000 tested, 0.21% active;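 active = inhibition above the mean over all tested compounds plus 3 SD, cut at about 21% in these data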;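 also: 0% = DMSO only wells and 100% = clavulanate BLA inhibitor control wells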
# SRC2 inh: inhibits human steroid receptor coactivator 2. Q15596. HEK293 GAL4-SRC2 luciferase reporter, luminescence. inhibition, % at 9 µM. 370,000 tested, 0.17% active. AID 651957;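 active = inhibition above the mean inhibition of all tested compounds plus 3 SD, set per campaign, cut at about 52% in these data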;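 also: 0% = DMSO treated cells and 100% = cells given Gossypol at 36 µM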
# SRC1 inh: human NCOA1 inhibition. Q15788. 360,000 tested, 0.12% active. AID 588354. inhibition, % at 3.6 µM. HEK293 GAL4-SRC1 luciferase reporter, luminescence;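 active = inhibition above the campaign mean plus 3 SD, with each screening campaign given its own cutoff, cut at about 60% in these data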;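 also: 0% = DMSO treated cells and 100% = gossypol at 36 µM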
# TRAIL sens C8: sensitizes caspase-8 expressing cells to TRAIL. NB7+C8 cells + TRAIL, ATPlite viability luminescence. 360,000 tested, 1% active. AID 624354. inhibition (viability loss, TRAIL sensitization), % at 10 µM;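 active = compounds causing at least 50% loss of cell viability in the single-dose screen, relative to plate controls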
# TWEAK Fn14 block: inhibitors of TWEAK-Fn14 interaction signaling. AID 1159606. TWEAK-stimulated Fn14 reporter cells, luciferase luminescence, 8 h. inhibition, % at 10 µM. 360,000 tested, 2% active; in the data active = inhibition above about 50%
# LMP1 NFkB inh: inhibitors of Epstein-Barr LMP1-induced NF-kappaB reporter; LMP1-induced NF-kappaB luciferase reporter cells, luminescence; inhibition, % at 12.5 µM; 350,000 tested, 0.69% active; in the data active = inhibition above about 41%;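 also: 0% = neutral control wells and 100% = reference inhibitor control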
# TROY signal inh: blocks TROY-dependent signaling in reporter cells; Q293 LMP1-TROYcd NF-kB luciferase reporter, 4 h; inhibition, % at 10 µM; 360,000 tested, 0.98% active; AID 1347056;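 active = compounds whose plate-normalised and pattern-corrected inhibition of the luciferase reporter signal at the single screening dose is 50% or more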
# NR5A2 inv ag: suppresses constitutive activity of human LRH-1. inhibition, % at 3.6 µM. AID 602396. 360,000 tested, 0.13% active. HEK293T StAR-luciferase reporter, LRH-1 transfected, 24 h. O00482;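 active = inhibition above the mean inhibition of all tested compounds plus 3 SD, cut at about 73% in these data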;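 also: 0% = DMSO wells and 100% = reporter-only cells lacking LRH-1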
# NOD2 RIPK2 PPI: inhibitors of human NOD2-RIPK2 interaction; CHO BLA complementation NOD2-RIPK2, CCF4 ratio; O43353; 360,000 tested, 0.38% active; inhibition, % at 4.98 µM; AID 624267; in the data active = inhibition above about 21%;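 also: 0% = vehicle only and 100% = reference blocker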
# Target sequence (O43353 whole entry, looked up): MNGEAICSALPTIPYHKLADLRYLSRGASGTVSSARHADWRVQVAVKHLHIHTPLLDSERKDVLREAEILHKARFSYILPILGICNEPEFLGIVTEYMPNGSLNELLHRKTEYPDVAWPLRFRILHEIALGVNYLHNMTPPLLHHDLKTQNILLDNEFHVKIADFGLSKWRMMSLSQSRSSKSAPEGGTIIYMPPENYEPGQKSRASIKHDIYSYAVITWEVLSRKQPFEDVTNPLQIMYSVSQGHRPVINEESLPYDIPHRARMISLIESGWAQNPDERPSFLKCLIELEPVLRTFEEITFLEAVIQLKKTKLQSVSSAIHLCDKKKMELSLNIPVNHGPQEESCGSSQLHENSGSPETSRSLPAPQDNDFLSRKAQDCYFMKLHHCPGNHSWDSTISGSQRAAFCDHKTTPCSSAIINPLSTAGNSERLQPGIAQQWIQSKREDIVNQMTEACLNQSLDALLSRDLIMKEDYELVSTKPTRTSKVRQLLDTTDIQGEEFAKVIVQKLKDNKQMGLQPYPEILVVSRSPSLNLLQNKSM
# The depositor's hits bear a star; / = not tested or not shown. A portion of the library. The share of hits here may be higher or lower than overall.
SMILES,SRC3 inh,NR2F2 inh,TLR9-MyD88 inh,SRC2 inh,SRC1 inh,TRAIL sens C8,TWEAK Fn14 block,LMP1 NFkB inh,TROY signal inh,NR5A2 inv ag,NOD2 RIPK2 PPI
Cc1ccc(SCc2cc(=O)[nH]c(N3CCOCC3)n2)cc1,-3,-10,-5,-17,-18,13,42,3,0,5,10
COc1ccc(C)cc1NC(=O)CSc1nc(SC)ns1,2,-21,-8,3,-21,-21,4,-8,-12,-11,-5
CCCNC(=O)C1(CC2CC(c3ccccc3)=NO2)CCN(C(=O)c2cc(OCC)c(OCC)c(OCC)c2)CC1 (stereo not drawn),-8,10,-12,7,-32,8,-7,-10,-10,-45,-1
Cc1ccc(-c2nc(NC(=O)c3nn(C)cc3[N+](=O)[O-])sc2C)cc1C,15,10,-9,10,-34,95*,28,-28,19,8,1
COc1cccc(-c2nc(N3CCN(Cc4ccccc4)CC3)c3ccccc3n2)c1O,-7,-3,2,-21,-19,7,3,-11,7,17,-1
CCCc1cc(=O)[nH]c(SCC(=O)N(C)CC(=O)Nc2ccccc2CC)n1,18,-12,-2,-14,-18,0,-5,-2,1,-11,-8
C=C1SC(Nc2c(C)cc(C)cc2C)=NC12CCCCC2,-1,7,0,0,-30,7,-60,-41,-81,-3,-5
O=C(CSc1nnc2n1CCCN2)c1ccc(Cl)cc1,7,-27,2,-5,3,14,-11,10,-1,5,-2
O=C(NCc1ccc(Br)cc1)OC1CC2CC1[C@H]1CCCCN1C2=O (stereo partly drawn),/,-6,/,-4,/,2,10,/,6,-42,-1
O=C(Cc1ccc(NC(=O)C2CCN(C(=O)c3ccccc3)CC2)cc1)Nc1ccc(C(=O)N2CCOCC2)cc1,-18,-5,-17,-11,2,-7,10,-1,13,-9,-2
COc1ccc(NC(=O)c2ccc(-n3cncn3)c([N+](=O)[O-])c2)cc1OC,7,-18,1,-4,-11,-9,-4,2,-1,-11,-3
O=[N+]([O-])c1ccc2c(c1)oc1ccccc12,1,-9,-9,-19,8,4,-50,3,5,-6,-1
O=C(Nc1cccnc1)c1ccc(Cl)c(S(=O)(=O)N2CCCCC2)c1,-18,21,-13,13,0,7,18,8,16,-33,2
COc1cccc(NC(=O)COc2ccc3c(c2)CCC3)c1,-23,-11,1,-12,-21,3,-16,-7,-64,-24,1
COCC(=O)N1CCC(Oc2cccc(C(=O)NCc3ccccn3)c2)CC1,-8,-7,2,-3,0,-12,15,-4,10,-2,-6
CC(C)(Oc1ccc(Cl)cc1)C(=O)OCC(=O)Nc1ncc(Cl)cc1Cl,-9,-11,3,9,-7,10,-22,-6,12,-10,1
C/C=C(\C)C(=O)N[C@@H](C)CN1C2=NC[C@H](C(C)C)N2C[C@H]1Cc1ccc(OC)cc1,-12,12,-5,-3,-13,-5,10,-8,-7,-21,-7
COc1ccc(N(C)S(=O)(=O)c2cccc(C(=O)OCC(=O)c3c(N)n(C)c(=O)n(C)c3=O)c2)cc1,11,19,-6,-7,10,18,71*,16,65*,-6,6
CCOc1ccc(S(=O)(=O)NCCC(=O)NCc2ccco2)cc1,1,-2,4,1,-17,-12,7,4,-11,0,0
COc1ccc(CNC(=O)c2cc(C3CC3)on2)cc1,-70,-19,11,-12,-59,11,-13,-15,-38,-78,-1
COCCn1c(SCC(=O)Nc2ccccc2)nc2c1c(=O)[nH]c(=O)n2C,13,22,-2,-9,-23,-15,-8,2,-2,-25,-2
O=C(CCOc1ccccc1)Nc1ccnn1C1CCN(Cc2ccc(O)cc2)CC1,16,12,-4,-14,-23,-3,-3,9,-6,10,2
COc1ccc(N=Cc2c(O)c3ccccc3oc2=O)cc1,-8,-20,-4,-13,-9,12,5,-6,27,-5,-5
C=CCn1c(SCC(=O)N(CC)C2CCS(=O)(=O)C2)nc2sc3c(c2c1=O)CCC3 (stereo not drawn),-7,-7,1,-1,1,-6,4,4,-17,8,2
O=C(NC(Cc1ccccc1)C(=O)O)OCC1c2ccccc2-c2ccccc21 (stereo not drawn),1,11,6,-7,-7,-7,1,2,-15,-12,-8
CCC1CCCCN1C(=O)CSc1nnc(CNC(=O)c2cc(OC)c(OC)c(OC)c2)o1 (stereo not drawn),10,-17,-5,-1,2,-8,4,6,1,3,-1
Cc1cccc(-c2nc(CS(=O)CC(=O)NC(C)CCc3ccccc3)c(C)o2)c1 (stereo not drawn),1,17,-4,-24,8,-19,-7,0,1,-3,-2
COc1ccccc1Cc1c(-c2ccc(Cl)cc2)nc2c(C)cc(Br)cn12,13,4,/,13,13,25,60*,/,25,37,-1
Cc1ccc(S(=O)(=O)/N=C/c2cc(Br)ccc2O)cc1,10,-3,-3,-6,3,-1,2,10,-9,5,-6
COc1ccccc1OCC(=O)Nc1cc(S(=O)(=O)N2CCOCC2)ccc1N1CCCCC1,-3,-1,-5,21,-27,6,16,-1,-4,-22,2
CNC(=O)c1cc(S(=O)(=O)Nc2ccc3c(c2)OCO3)ccc1C,9,12,-9,6,2,3,-3,3,-9,1,-6
Cc1ccc(S(=O)(=O)NCCn2nc(C)nc2C)cc1,13,0,5,-2,16,6,4,0,10,1,-1
CSCCC(NC(N)=O)C(=O)NCc1ccccc1Cl (stereo not drawn),0,0,1,-8,-1,11,8,-1,-16,1,-3
COc1ccc(C2NC(c3ccc(OC)cc3)C(c3ccccc3)C(=O)C2c2ccccc2)cc1 (stereo not drawn),11,0,-8,3,-8,-14,13,6,-6,11,-3
Nc1ccccc1S(=O)(=O)NC1=NCCCCC1,10,9,-8,-14,7,2,104*,3,-15,8,-6
COC(=O)CCN1CCC2CC1c1cc(-c3cccc(C)c3)ccc12 (stereo not drawn),-4,-9,-16,14,3,-10,1,8,9,5,5
O=C(CNC(=O)Cc1ccccc1)NCC(=O)N1CCN(C(c2ccccc2)c2ccccc2)CC1,4,-2,3,-14,-3,-7,7,-6,-13,-15,3
COc1ccc(CN2CCNC(=O)C2CC(=O)NC2CCOCC2)c(F)c1 (stereo not drawn),8,-12,-8,-11,-9,-9,6,-8,-8,4,-2
O=C(O)c1ccc(NC2=C(N3CCOCC3)C(=O)c3ccccc3C2=O)cc1,12,1,-6,18,-4,13,5,5,5,-5,3
CCN1CCCC1CNC(=O)C(=O)NCc1ccccc1 (stereo not drawn),13,6,-8,-3,0,4,-7,-11,-2,-3,-3
Cc1onc(-c2c(Cl)cccc2Cl)c1C(=O)ONC(=O)c1ccccc1,15,1,7,11,7,52*,-27,-1,-1,8,-1
CC1=C(C(=O)N(C(C)C)C(C)C)CC(CC(=O)NC(c2ccccc2)c2ccccc2)C(=O)N1Cc1ccc(F)cc1 (stereo not drawn),0,-2,/,-13,12,-7,26,/,13,0,8
CCC(=O)c1ccc(OCC(=O)Nc2cc(S(=O)(=O)N3CCCCC3)ccc2OC)cc1,-9,8,-10,-13,18,15,12,11,31,9,-14
Cc1ccc(-c2nnc(SCC(=O)Nc3ccc(N4CCOCC4)cc3)o2)cc1,8,-5,3,5,-18,2,-18,-11,-17,40,-4
Cc1ccc(-c2nc(-c3cccnc3)no2)cc1,-72,-59,4,-54,-122,40,36,-10,-7,-132,-4
COC(=O)c1cccc(OCCCN2CCC(C(O)(c3ccccc3)c3ccccc3)CC2)c1,/,-13,/,7,/,15,-35,/,-7,1,-3
COCCC(=O)N1CCCC(C(=O)c2ccc(Oc3ccccc3)cc2)C1 (stereo not drawn),1,13,-3,31,-1,6,-5,-1,2,6,-1
COc1ccc(CCn2c(=O)[nH]c3cc(C(=O)NCCN4CCOCC4)ccc3c2=O)cc1OC,-2,-4,-3,19,7,-10,-36,5,9,9,-13
CCCOc1cc(C)c(S(=O)(=O)NCc2cccs2)cc1C,6,10,2,4,-6,7,0,2,15,-28,-8
N#Cc1cnn2c(N)c(-c3ccc(Cl)cc3)cnc12,7,-13,11,4,-45,3,-12,-4,-23,-28,-6
CC(C)CCNC(=O)C1(C)CCN1Cc1ccc2ccccc2c1 (stereo not drawn),-9,12,/,7,1,-11,16,/,-2,2,8
COc1ccc(N2C(=O)CC(N3CCN(c4ccccc4)CC3)C2=O)cc1 (stereo not drawn),0,0,-12,-7,0,-19,12,3,10,4,-8
COc1ccccc1NC(=O)C1(c2ccccc2)CCCC1,12,23,-10,-6,5,8,0,-10,-21,8,-9
COC(=O)[C@@H]1C[C@@]2(O)[C@@H](O)[C@@H](O)[C@@H](O)C[C@H]2N1C/C=C/c1ccccc1,-17,-1,-6,-2,-6,-14,-4,1,14,-4,-7
COc1ccc(-n2nnnc2SCC(=O)Nc2ccc3c(c2)OCCO3)c(OC)c1,-3,-9,-1,10,0,-3,13,14,25,37,-9
CCSc1ccccc1C(=O)N1CCN(Cc2ccc3c(c2)OCO3)CC1,0,17,-4,2,-9,-10,-22,14,16,6,10
Cc1ccc(S(=O)(=O)N(C)C)cc1NC(=O)COC(=O)Cc1ccc(Br)cc1,9,-6,3,-35,0,-3,-6,-4,-1,16,1
Cn1cc(C(=O)c2cccc(Cl)c2Cl)cc1C(=O)O,-8,-93,2,7,0,-9,12,0,14,-2,14
COc1ccc(/C(O)=C(\C#N)c2nc3ccccc3n2C)cc1OC,-6,2,4,-6,-15,-36,-39,10,3,-1,6
NC(=O)CC(NC(=O)Cc1ccc(Br)cc1)c1ccc(N2CCN(c3ccc(F)cc3)CC2)c([N+](=O)[O-])c1 (stereo not drawn),-8,10,-5,27,-11,12,32,-1,43,-8,9
# Continuation.
SMILES,SRC3 inh,NR2F2 inh,TLR9-MyD88 inh,SRC2 inh,SRC1 inh,TRAIL sens C8,TWEAK Fn14 block,LMP1 NFkB inh,TROY signal inh,NR5A2 inv ag,NOD2 RIPK2 PPI
O=C(N/N=C/c1ccc([N+](=O)[O-])cc1)c1cccs1,-90,-37,/,-30,-93,11,-41,/,-38,-52,-13
CC(=O)c1c(C)[nH]c(C(=O)NC(C)c2ccccc2)c1C (stereo not drawn),-14,-3,-8,15,-7,0,3,0,-24,2,-10
Cc1oc(-c2ccccc2Cl)nc1CS(=O)(=O)CC(=O)NC1CCCC1,1,-3,-3,20,10,-10,-6,-3,0,-22,-11
COc1ccccc1-n1c(SCC(=O)Nc2ccc(Cl)cc2)nc(O)c(Cc2ccccc2)c1=O,11,-12,4,3,2,-15,-7,-8,1,54,-16
COc1ccccc1NC(=O)C(C)OC(=O)C1CCN(S(=O)(=O)c2ccc(C)c(C)c2)CC1 (stereo not drawn),-2,-6,0,1,4,7,-8,-9,-10,15,1
COc1cc(NC(=O)c2ccc(N3CC4CC(C3)c3cccc(=O)n3C4)c(NC(=O)c3ccncc3)c2)cc(OC)c1OC (stereo not drawn),-8,-1,-4,-15,10,2,-17,-8,-5,-20,-8
Cc1cc(C)n2nc(SCC(=O)Nc3ccc(F)c(F)c3F)nc2n1,13,-7,-3,9,10,10,-12,-5,-12,1,-6
O=S(=O)(Cc1ccccc1)N1CCn2c(nc3ccccc32)C1,-22,11,12,6,-44,22,0,-1,-8,-24,3

# Full records as entered above. Values in the order: SRC3 inh, NR2F2 inh, TLR9-MyD88 inh, SRC2 inh, SRC1 inh, TRAIL sens C8, TWEAK Fn14 block, LMP1 NFkB inh, TROY signal inh, NR5A2 inv ag, NOD2 RIPK2 PPI
# Shown for Cc1oc(-c2ccccc2Cl)nc1CS(=O)(=O)CC(=O)NC1CCCC1 = 1, -3, -3, 20, 10, -10, -6, -3, 0, -22, -11
# Shown for COc1ccccc1NC(=O)C(C)OC(=O)C1CCN(S(=O)(=O)c2ccc(C)c(C)c2)CC1 (stereo not drawn) = -2, -6, 0, 1, 4, 7, -8, -9, -10, 15, 1
